Compound activity (PubChem)
D3 antag – antagonists of human D3 dopamine receptor. max response, negative = inhibition, %. D3R cells, DiscoveRx beta-arrestin luminescence, antagonist mode; active compounds read low. P35462. actives 2.5% (n = 360,000); in the data active = max response below about -50%; inconclusive = no clear call, values can overlap the other calls; note: % is set by controls: 0 for no effect and ±100 for the full control effect; mostly tested at two doses, the higher about 12 µM
Target sequence (P35462 whole entry, looked up): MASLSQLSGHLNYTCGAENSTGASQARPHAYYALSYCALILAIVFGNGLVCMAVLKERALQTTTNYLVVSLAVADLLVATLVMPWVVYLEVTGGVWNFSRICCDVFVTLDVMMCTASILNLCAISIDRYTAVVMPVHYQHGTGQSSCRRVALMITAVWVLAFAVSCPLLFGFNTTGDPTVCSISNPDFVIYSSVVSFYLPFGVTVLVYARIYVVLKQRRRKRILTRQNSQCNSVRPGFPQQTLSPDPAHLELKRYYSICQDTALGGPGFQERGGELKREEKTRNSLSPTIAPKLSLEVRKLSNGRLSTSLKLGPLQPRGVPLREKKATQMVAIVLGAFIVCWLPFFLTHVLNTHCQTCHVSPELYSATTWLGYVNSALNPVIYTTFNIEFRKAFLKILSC
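Cells plated overnight at 1500 cells/well, then exposed to library compounds with dopamine controls for 90 minutes at 37 degrees C. DiscoveRx reagent added for 30–60 minutes at room temperature; luminescence read, quantitative HTS format.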
KB-3-1 tox – kills parental KB-3-1 adenocarcinoma cells | KB-3-1 viability, CellTiter-Glo ATP luminescence, 72 h | Potency, µM (highest dose often 46.1 µM), without a hit: top-dose activity change, negative = cytotoxic, usual class: cytotoxic | actives 1.4% (n = 400,000) | AID 1347075; note: potency is the fitted concentration of half-maximal effect; % is set by controls: 0 for no effect and ±100 for the full control effect; nearly all actives have a fitted effect of over 60% in size
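Parental KB-3-1 viability, qHTS format: 72 h compound exposure, 37 °C; CellTiter-Glo; media-only wells and DMSO plates as controls; concentration-effect fits on corrected data.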
HT1080 IDH1KD tx – kills HT-1080 cells with IDH1 knockdown; HT-1080 IDH1 knockdown viability, ATP luminescence, 48 h; Potency, µM (highest dose often 46.1 µM), inactives show at the highest dose activity, negative = toxicity, usual class: cytotoxic; actives 2% (n = 360,000); AID 686971;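 note: potency is the fitted concentration of half-maximal effect; 0% = DMSO wells and -100% = cell-free medium wells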
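CellTiter-Glo luminescence after 48 h compound exposure at 37 degrees C of IDH1-knockdown HT-1080 cells in 5% FBS RPMI. %Activity scaled between DMSO wells and cell-free media wells, with curves fitted and assigned curve classes.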
DRD3 agonist – activates the human D3 dopamine receptor | max activation, % | actives 0.58% (n = 410,000) | P35462 | D3R DiscoveRx beta-arrestin cells, luminescence, 90 min; in the data active = max activation above about 30%; note: 0% is about no effect; mostly tested at two doses, the higher about 12 µM
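Cells at 1500/well, incubated overnight, then treated with pinned compounds (dopamine as control) for 90 min at 37 degrees C. DiscoveRx reagent added for 30 - 60 minutes at room temperature; luminescence read.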
SW480 rerep – DNA re-replication induction in SW480 cells | SW480 DNA re-replication, Hoechst DNA content imaging, 48 h | Potency, µM (highest dose often 46.1 µM), without a hit: top-dose re-replication activation, most hits filed as activators | actives 1.8% (n = 340,000); note: potency is the fitted concentration of half-maximal effect; % of control where 0% means no effect; nearly all actives have a fitted effect of over 55% in size
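Compounds, transferred as 23 nL by pin tool, were incubated with cells for 48 hr; DNA content per nucleus was then quantified by Hoechst staining and fluorescence plate imaging.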
KB-V1 MDR tox – kills drug-selected multidrug resistant KB-V1 cells; KB-V1 MDR cells viability, CellTiter-Glo, 72 h; Potency, µM (top dose mostly 46.1 µM), without a hit: at the highest dose activity change, negative = cytotoxicity, actives largely listed as cytotoxic; actives 3.4% (n = 400,000); AID 1347076; note: potency is the fitted concentration of half-maximal effect; % is set by controls: 0 for no effect and ±100 for the full control effect; nearly all actives have a fitted effect of over 60% in size
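Cytotoxicity toward P-gp-expressing KB-V1 cells was determined as loss of CellTiter-Glo luminescence after 72 h at 37 degrees C. Compounds were tested in quantitative HTS format across a concentration range, with curves fitted to normalized data.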
HT1080NT lethal – kills 2HG-producing HT-1080-NT fibrosarcoma cells; HT-1080-NT fibrosarcoma viability, CellTiter-Glo ATP luminescence, 48 h; Potency, µM (series often up to 46.1 µM), inactives show top-dose activity, negative = less viability, most hits filed as cytotoxic; actives 1.6% (n = 360,000); AID 686970;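 note: NT is the 2HG producing partner of a matched IDH1 knockdown line; potency is the fitted concentration of half-maximal effect; 0% = DMSO-treated cells and -100% = media-only wells without cells; nearly all actives have a fitted effect of over 55% in size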
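Viability of the 2HG-overproducing fibrosarcoma line after 48 hours of compound exposure at 37 degrees C was determined by luminescence with CellTiter-Glo, and concentration-effect curves were then fitted and categorized.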
IL-1B inflam inh – inhibitors of inflammasome signaling (IL-1 beta secretion); actives 4.7% (n = 360,000); activity change, % at 57.5 µM; THP-1 LPS/ATP IL-1B secretion, AlphaLISA, 16 h; active compounds read low; in the data active = activity change below about -50%; inconclusive = mostly about -30% to -49%; note: % is set by controls: 0 for no effect and ±100 for the full control effect
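Secreted IL-1B measured by AlphaLISA bead assay after 16 h compound exposure of THP-1 cells; compounds (final up to 57.5 uM) added 1 h before LPS (250 ng/mL) and ATP (1.25 mM) stimulation; lower signal means less secretion.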
GLP1R ag – activates the human GLP-1 receptor | AID 624172 | P43220 | Potency, µM (top dose mostly 45.6 µM), for inactives: top-dose activation, usual class: activators | actives 0.007% (n = 380,000) | HEK293 GLP-1R CRE-luciferase, luminescence, 4-6 h; cells express a hypersensitive GLP-1R form; note: potency is the fitted concentration of half-maximal effect; % of control where 0% means no effect
Target sequence (P43220 whole entry, looked up): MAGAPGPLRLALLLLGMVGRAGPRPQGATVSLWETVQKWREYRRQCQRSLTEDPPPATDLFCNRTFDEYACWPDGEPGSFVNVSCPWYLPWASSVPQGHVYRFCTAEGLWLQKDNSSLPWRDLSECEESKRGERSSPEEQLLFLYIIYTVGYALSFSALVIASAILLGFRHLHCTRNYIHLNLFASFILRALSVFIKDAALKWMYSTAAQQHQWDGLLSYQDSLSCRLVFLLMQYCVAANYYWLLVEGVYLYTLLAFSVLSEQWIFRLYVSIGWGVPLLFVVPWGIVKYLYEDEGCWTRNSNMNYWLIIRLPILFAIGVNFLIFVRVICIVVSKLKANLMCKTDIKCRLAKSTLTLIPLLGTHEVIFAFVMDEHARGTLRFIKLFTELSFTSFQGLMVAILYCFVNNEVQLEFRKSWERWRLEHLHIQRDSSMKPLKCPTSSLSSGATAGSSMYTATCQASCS
* marks the source's active call; other numbers are inactive results; i = inactive; ? = inconclusive; . = not tested or not shown; [ ] = remark or other dose. Unless noted, calls come from the whole dose curve; as a rule, active = well fitted curve in the direction sought with a large enough effect; inconclusive = small, poorly fitted or top-dose-only effect, or another doubt; inactive = no such curve, though single readings can be large; an effect the other way counts as inactive or inconclusive.

SMILES	D3 antag	KB-3-1 tox	HT1080 IDH1KD tx	DRD3 agonist	SW480 rerep	KB-V1 MDR tox	HT1080NT lethal	IL-1B inflam inh	GLP1R ag
CN1C(=O)CSC1=NCC12CC3CC(CC(C3)C1)C2	8	1%	3%	-9	2%	6%	4%	?	11%
O=C(c1cccc(S(=O)(=O)N2CCN(c3ccc(F)cc3)CC2)c1)N1CCCC1	-25	-29%	-9%	-7	7%	0%	-5%	-9	9%
O/N=C/c1ccc(-c2cc(Cl)ccc2Cl)o1	9	20%	15%	1	10%	27%	21%	20	-7%
c1csc(-c2cn3ccc4ccccc4c3n2)c1	-28	-16%	-29%	-5	1%	-29%	-19%	-62*	13%
O=C(Nc1ccccc1Cl)c1cc(C2CCCN(C(=O)c3cccc(O)c3)C2)on1 (stereo not drawn)	32	0%	24%	12	.	0%	2%	14	1%
Cc1oc(-c2ccc(F)cc2)nc1CN(Cc1ccccn1)CC1CCCO1 (stereo not drawn)	-12	-5%	-12%	3	1%	?	0%	21	6%
O=C(COC(=O)C1=COCCO1)Nc1ccc(F)c(F)c1	-26	2%	18%	3	-5%	?	13%	1	-9%
COC(=O)[C@@]12C[C@@H](CC(=O)N3CCSCC3)C(=O)N(Cc3cccc4ccccc34)C1=CCC(C)(C)C2	-21	?	?	-17	.	?	?	-3	.
S=C(Cc1cccnc1)N1CCOCC1	12	3%	-1%	-2	-1%	-15%	-3%	10	-15%
COc1cccc(NC(=O)N2CCC(C(=O)Nc3ccc(C)cc3C)CC2)c1	-11	-4%	16%	2	-5%	15µM*	-3%	-4	1%
Cc1ccc(C(=O)NC(=S)Nc2ccccc2C)cc1	7	8%	15%	3	-3%	-26%	14%	-1	15%
CCOc1ccc(NS(=O)(=O)c2ccc3[nH]cc(C(=O)N(CC)CC)c(=O)c3c2)cc1	-4	8%	4%	2	-3%	18%	6%	-1	-4%

The last 2 records of the part above open the next one.
SMILES	D3 antag	KB-3-1 tox	HT1080 IDH1KD tx	DRD3 agonist	SW480 rerep	KB-V1 MDR tox	HT1080NT lethal	IL-1B inflam inh	GLP1R ag
Cc1ccc(C(=O)NC(=S)Nc2ccccc2C)cc1	7	8%	15%	3	-3%	-26%	14%	-1	15%
CCOc1ccc(NS(=O)(=O)c2ccc3[nH]cc(C(=O)N(CC)CC)c(=O)c3c2)cc1	-4	8%	4%	2	-3%	18%	6%	-1	-4%
CCCN(Cc1nnc(-c2cccs2)o1)C(=O)CN1C(=O)NC2(CCC(C)CC2)C1=O (stereo not drawn)	18	2%	6%	3	4%	-1%	5%	-3	-7%
Cc1ccc(OCC(=O)N2CCC3(CC2)CC(=O)c2ccccc2O3)cc1	-6	-3%	1%	-3	-160%[inhibitor]	-6%	3%	-2	11%
Cc1ccc(C(=O)OCC(=O)Nc2ccccc2)cc1S(=O)(=O)N1CCCCC1	3	11%	1%	15	-24%	?	1%[9.24 µM]	-4	15%
S=c1[nH]c2cc(Cl)ccc2s1	14	-2%	?	2	-3%	1%	?	51	0%
COc1cccc(NC(=O)C23CCC(C)(C(=O)O2)C3(C)C)c1 (stereo not drawn)	-22	0%	4%	-3	-5%	4%	6%	-15	-9%
CCOc1cc2c(C#N)c(N(CC)CC)nc(N)c2c(N)n1	-30	-11%	-3%	1	2%	-24%	-6%	?	-6%
COC(=O)C1=C(C)Nc2nc3ccccc3n2C1c1cc(OC)c(OC)c(OC)c1 (stereo not drawn)	14	-7%	2%	4	-31%[inhibitor]	-24%	3%	.	13%
O/N=C/c1cc2ccccc2n1Cc1ccccc1F	-53*	-8%	-22%	-5	2%	-12%	-23%	-23	3%
O=C(COc1ccc(Cl)cc1)NCc1nnc(SCC(=O)N2CCCCC2)o1	12	4%	0%	-2	15%	?	-1%	16	-7%
Cc1onc(-c2c(Cl)cccc2Cl)c1C(=O)N1CCN(c2ncccn2)CC1	6	2%	-2%	1	-1%	-25%	2%	-4	2%
COc1cccc(S(=O)(=O)NCc2ccc(C(=O)NCc3ccco3)cc2)c1	-20	0%	13%	-10	0%	-2%	3%	-14	9%
CN(C(=O)COc1ccccc1)c1nnc(-c2cccnc2)s1	-4	6%	9%	-1	-3%	15%	15%	-9	-5%
S=C(NCc1cccs1)Nc1ccc(Br)cc1Cl	12	-19%	-3%	5	2%	-20%	-7%	-11	-1%
Cc1ccc(-c2nc3cccnc3o2)cc1NC(=O)COc1ccc(C(C)(C)C)cc1	103	?	?	79*	?	?	?	-9	-32%[inhibitor]
COc1cc2c(c(OC)c1OC)C(=O)C(=Cc1ccccc1)O2	4	-3%	11%	4	0%	-8%	6%	-21	21%
O=C(NC(Cc1ccccc1)C(=O)O)/C(=C\c1ccc([N+](=O)[O-])cc1)NC(=O)c1ccco1 (stereo not drawn)	?	1%	1%	-6	-2%	1%	-14%	i	6%
Cc1ccc(-n2c(SCC(=O)N3CCOCC3)nc(O)c(Cc3ccccc3)c2=O)cc1	-5	-1%	2%	3	-2%	0%	14%	11	-3%
O=C(NCc1ccc2c(c1)CCO2)Nc1ccccc1	-7	15%	5%	9	-2%	-2%	15%	-3	11%
Cc1cccc(N2CCN(C(=O)c3ccc(Cl)c(S(=O)(=O)N4CCc5ccccc5C4)c3)CC2)c1C	-11	-10%	6%	3	0%	?	1%	-10	-3%
CN1CCN(S(=O)(=O)c2cccc(C(=O)NCc3ccc(Cl)cc3)c2)CC1	4	-1%	2%	-6	-5%	5%	3%	9	0%
Nc1cccc(S(=O)(=O)Nc2ccc(Br)cc2)c1	-6	8%	-11%	4	-23%	11%	11%	9	1%
COc1ccc2cc(C(=O)C3CCCN(C(=O)c4cccnc4)C3)ccc2c1 (stereo not drawn)	11	17%	3%	5	-6%	7%	2%	-30	5%
Fc1ccc2nncc(SCc3ccccc3Cl)c2c1	22	1%	-23%	6	18%	-2%	-20%	-25	14%
COC(=O)C1=C(C)NC(=O)CC1c1ccccc1F (stereo not drawn)	7	-7%	5%[9.24 µM]	-1	?	8%	-1%	9	-3%
CN(C)/C=C1\Oc2ccc3ccccc3c2C1=O	-12	-6%	0%	0	3%	?	2%	-5	2%
O=C(c1ccc(Cl)nc1)N1CCN(S(=O)(=O)c2ccc(Cl)cc2)CC1	2	21%	9%	4	2%	-24%	17%	0	3%
Cc1ccc(C(=O)NC(=S)NNC(=O)CC#N)cc1	-7	-4%	4%	3	-1%	4%	-3%	0	1%
COc1ccccc1-c1cc(C(=O)Nc2cc(C)n(Cc3ccc(Cl)cc3)n2)no1	20	-6%	-3%	-7	1%	-2%	9%	5	-6%
O=C(O/N=C1/CCCc2occc21)c1ccccc1	-4	0%	23%	0	0%	0%	25%	10	-11%
O=C1c2cccc3cccc(c23)C(=O)N1c1nncs1	3	13%	26%	0	-1%	?	23%	-6	-4%
Cc1ccc(NC(=S)NC2CC3CCCC(C2)N3Cc2ccco2)cc1 (stereo not drawn)	-14	-2%	5%	-36	-1%	?	-6%	?	5%
COC(C(=O)NNC(=O)CCc1ccccc1)c1ccccc1 (stereo not drawn)	11	4%	10%	-4	-8%	16%	12%	41	-3%
CN(C)c1ccc(/C=C/C(=O)c2cccc(Br)c2)cc1	8	-22%	?	-17	?	?	-4%	?	-8%
NC(=O)NCc1ccc(C(=O)OCc2ccncc2)cc1	-23	15%	1%	-12	-8%	-4%	0%	10	-6%
Cc1ccc(N2C(=O)CS(=O)(=O)C23C(=O)N(C)c2ccccc23)cc1F (stereo not drawn)	.	28%	.	4	.	0%	.	.	4%
Cc1ccc(NC(=O)COC(=O)C2C3CC4OC(=O)C2C4C3)cc1Cl (stereo not drawn)	19	15%	-2%	-7	-6%	0%	-2%	2	12%
CC(C)(C)[C@@H]1C=C(C(=O)N2CCN(Cc3ccc4c(c3)OCO4)CC2)O[C@H](OCc2ccc(CO)cc2)C1	1	-25%	-6%	-25	-7%	-12%	-3%	-17	-6%
O=C(NCCc1ccccc1)C1CCCN1C(=O)Nc1cccc(Cl)c1 (stereo not drawn)	-73*	1%	3%	-4	-1%	-22%	7%	-9	17%
COc1cc2c(cc1OC(C)=O)C(=O)CCCC2	0	15%	16%	-8	.	-5%	18%	-6	3%
CCC1=Nc2cc(C(=O)NCCCN3CCOCC3)ccc2Sc2ccc(Br)cc21	-4	6%	-28%	-2	15%	17%	-28%	-13	6%
COc1ccc(-n2ccnc2SCC(=O)NCc2ccc3c(c2)OCO3)cc1	23	-22%	2%[9.24 µM]	-12	-5%	?	1%	-7	18%
Cc1ccc(NC(=O)c2cccc(N3C(=O)CCC3=O)c2)nc1	15	16%	4%	6	3%	14%	19%	13	-3%
COc1cccc(CN2CCC(C(=O)N3CCC(C)CC3)CC2)c1	4	9%	2%	-7	4%	7%	4%	3	1%
COc1ccc(C(=O)Nc2ccnn2C2CCN(Cc3ccccn3)CC2)cc1	-5	0%	10%	23	15%	12%	9%	0	-3%
CCC(c1nnnn1CCOC)N1CCN(c2nc3ccccc3s2)CC1 (stereo not drawn)	0	8%	-3%	8	-58%[inhibitor]	-26%	14%	-2	-2%
Nc1cc(C(=O)OCC(=O)NCC2CCCO2)ccc1Cl (stereo not drawn)	6	20%	1%	1	-2%	4%	-1%	-6	-9%
Cc1ccc(C(=O)CCC(=O)OCC(=O)Nc2ccccc2SCC#N)cc1	2	-1%	1%	-7	1%	-1%	-1%	49	2%
COc1cccc(NC(=O)C2CCN(c3ccc(Sc4ccc(C)cc4)nn3)CC2)c1	.	0%	.	8	.	5%	.	.	1%
CCN(Cc1ccccc1)C(=O)c1oc2ccc(C)cc2c1C	-2	3%	-1%	-3	-4%[9.22 µM]	-3%	2%	-4	7%
